Rab9 promoter act: qHTS Assay for Rab9 Promoter Activators. Huh7 Rab9 promoter-luciferase reporter, luminescence, 24 h. Potency, µM (doses to about 9.22 µM), without a hit: top-dose activation, negative = inhibition, most hits filed as activators. actives 2.8% (n = 320,000); also: % of control where 0% means no effect; nearly all actives have a fitted effect of over 60% in size
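Luminescence read-out: Huh7 cells stably expressing Rab9-luciferase, treated 24 h with compound at 37 °C, then lysed with luciferase reagent for 10 min at ambient before reading.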
MLL CXXC-DNA inh: qHTS Fluorescence Polarization Assay for Inhibitors of MLL CXXC domain - DNA interaction. actives 0.037% (n = 290,000). Potency, µM (titrated, usually from 115 µM), inactives show at the top dose activity change, negative = inhibition, actives largely listed as inhibitors. MLL-CXXC / FITC-HOXA9 DNA fluorescence polarization. Histone-lysine N-methyltransferase 2A (Homo sapiens), Q03164; active = well fitted inhibition curve with a large enough effect in the polarisation, with a control signal flat, not every such curve was filed as active; inconclusive = small, poorly fitted or top-dose-only effect, or effect the other way, or a change in a side signal; inactive = no such curve, though single readings can be large or run the other way; the % refers to the polarisation
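Purified MLL-CXXC (added from a 7 uM solution) was preincubated 5 min at ambient with pinned compounds in 50 mM Tris-HCl pH 7.5, 50 mM NaCl, 1 mM DTT, 0.05% BSA. Fluorescein-labeled HOX-A9 DNA (50 nM solution) followed, 30 min, then polarization read.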
BRCA1 expr act: qHTS Assay to Identify Small Molecule Activators of BRCA1 Expression; Potency, µM (titrated, usually from 46.1 µM), inactives show top-dose activation, hits mostly activators; actives 1.1% (n = 380,000); MCF7-BRCA1-FFLuc reporter, luminescence, 48 h; response scale: scaled: vehicle 0%, 10 µM genistein 100%; also: nearly all actives have a fitted effect of over 80% in size; some results filed as inactive show a strong effect at the top dose
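Quantitative HTS in MCF7 cells stably reporting BRCA1 expression via firefly luciferase. Compound treatment lasts 48 h at 37 °C in phenol-red free MEM. Activation is expressed relative to genistein at 10 microM and DMSO.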
ELG1 genotox: qHTS screen for small molecules that induce genotoxicity in human embryonic kidney (HEK293T) cells expressing luciferase-tagged ELG1; HEK293T ELG1-luciferase reporter, luminescence, 16 h; Potency, µM (titrated, usually from 46 µM), for inactives: top-dose activity change, positive = activation, actives largely listed as activators; actives 1.3% (n = 330,000); also: % of control where 0% means no effect; nearly all actives have a fitted effect of over 60% in size
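Luminescence read-out: rising ELG1-luciferase signal, reflecting elevated ELG1 protein under genetic stress, flags genotoxic compounds. Cells were treated for 16 hr at 37 °C before ONE-Glo detection.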
FLuc modulator: qHTS profiling assay for firefly luciferase inhibitor/activator using purifed enzyme and Km concentrations of substrates (counterscreen for miR-21 project); Luciferin 4-monooxygenase (Photinus pyralis), P08659; purified FLuc, Km substrates, luminescence inhibition; Potency, µM (doses to about 57.5 µM), inactives show at the top dose activity change, negative = inhibition, actives largely listed as inhibitors; actives 6.9% (n = 360,000);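 also: plate controls were vehicle for no effect and reference inhibitor for full effect; nearly all actives have a fitted effect of over 55% in size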
Target sequence (P08659 whole entry, looked up): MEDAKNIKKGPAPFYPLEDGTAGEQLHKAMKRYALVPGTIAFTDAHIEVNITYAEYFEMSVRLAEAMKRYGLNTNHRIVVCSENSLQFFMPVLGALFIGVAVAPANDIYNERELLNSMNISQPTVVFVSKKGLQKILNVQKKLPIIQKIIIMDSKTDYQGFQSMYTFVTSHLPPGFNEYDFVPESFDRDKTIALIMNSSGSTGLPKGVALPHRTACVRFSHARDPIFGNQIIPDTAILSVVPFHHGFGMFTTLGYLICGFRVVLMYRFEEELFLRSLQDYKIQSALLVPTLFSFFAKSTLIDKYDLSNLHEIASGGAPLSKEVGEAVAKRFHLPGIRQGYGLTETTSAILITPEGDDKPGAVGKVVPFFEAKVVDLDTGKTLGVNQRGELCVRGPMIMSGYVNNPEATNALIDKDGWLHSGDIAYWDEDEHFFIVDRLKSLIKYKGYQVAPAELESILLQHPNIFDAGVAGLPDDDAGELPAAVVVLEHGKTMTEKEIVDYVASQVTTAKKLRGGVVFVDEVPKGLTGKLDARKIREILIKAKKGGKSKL
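Purified P. pyralis luciferase (10nM final) with 10uM D-luciferin and 10uM ATP (Km levels) in 50mM Tris acetate pH 7.5, 10mM Mg acetate, 0.01% Tween-20, 0.05% BSA; qHTS 6-point titration, ~60 µM downward; luminescence read.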
Gal4-VP16 FLuc: VP16 counterscreen qHTS for inhibitors of ROR gamma transcriptional activity | actives 3.5% (n = 310,000) | Drosophila S2 Gal4-VP16 UAS-luciferase, luminescence, 20 h | Potency, µM (series often up to 53.6 µM), for the others: at the top dose activity, negative = inhibition, most hits filed as inhibitors | AID 2546, 2010;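 also: Gal4-VP16 expression switched on by copper sulfate through the metallothionein promoter; % is scaled to controls: 0 for no effect and ±100 for the full control effect; nearly all actives have a fitted effect of over 50% in size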
MBNL1-CUG inh: qHTS Assay for Inhibitors of MBNL1-poly(CUG) RNA binding; TR-FRET MBNL1-His/biotin-(CUG)12 binding, 665/545 ratio; Potency, µM (highest dose often 57.5 µM), for the others: at the highest dose activity change, negative = inhibition, actives largely listed as inhibitors; actives 0.036% (n = 280,000); AID 2675, 2010; active = well fitted inhibition curve with a large enough effect in the signal ratio, with a control signal flat, not every such curve was filed as active; inconclusive = small, poorly fitted or top-dose-only effect, or effect the other way, or a change in a side signal; inactive = no such curve, though single readings can be large or run the other way; the % refers to the signal ratio; also: % is scaled to controls: 0 for no effect and ±100 for the full control effect
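Compounds (final 92 nM to 58 uM) are added to His-tagged MBNL1 and biotin-(CUG)12, then terbium anti-His antibody and streptavidin-XL665 (5 nM final). After 60 min at room temperature, the 665/545 nm ratio is read.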
uPA surface inh: qHTS for Inhibitors of Cell Surface uPA Generation; cell surface uPA generation assay, qHTS; AID 540303, 2011; actives 0.31% (n = 330,000); Potency, µM (titrated, usually from 38.3 µM), inactives show at the highest dose activity change, negative = inhibition, hits mostly inhibitors; active = well fitted inhibition curve with a large enough effect; inconclusive = small, poorly fitted or top-dose-only effect; inactive = no such curve, though single readings can be large or run the other way; tested in mouse RAW 264.7 cells; also: % is scaled to controls: 0 for no effect and ±100 for the full control effect; nearly all actives have a fitted effect of over 55% in size
RORgamma inh: qHTS for inhibitors of ROR gamma transcriptional activity. Potency, µM (doses to about 53.6 µM), without a hit: at the top dose activity change, negative = inhibition, hits mostly inhibitors. Drosophila S2 Gal4-RORgamma UAS-luciferase reporter, 20 h. Nuclear receptor ROR-gamma (Mus musculus), P51450. actives 5.4% (n = 310,000); also: % is scaled to controls: 0 for no effect and ±100 for the full control effect; nearly all actives have a fitted effect of over 60% in size
Target sequence (P51450 whole entry, looked up, the tested form may be a part): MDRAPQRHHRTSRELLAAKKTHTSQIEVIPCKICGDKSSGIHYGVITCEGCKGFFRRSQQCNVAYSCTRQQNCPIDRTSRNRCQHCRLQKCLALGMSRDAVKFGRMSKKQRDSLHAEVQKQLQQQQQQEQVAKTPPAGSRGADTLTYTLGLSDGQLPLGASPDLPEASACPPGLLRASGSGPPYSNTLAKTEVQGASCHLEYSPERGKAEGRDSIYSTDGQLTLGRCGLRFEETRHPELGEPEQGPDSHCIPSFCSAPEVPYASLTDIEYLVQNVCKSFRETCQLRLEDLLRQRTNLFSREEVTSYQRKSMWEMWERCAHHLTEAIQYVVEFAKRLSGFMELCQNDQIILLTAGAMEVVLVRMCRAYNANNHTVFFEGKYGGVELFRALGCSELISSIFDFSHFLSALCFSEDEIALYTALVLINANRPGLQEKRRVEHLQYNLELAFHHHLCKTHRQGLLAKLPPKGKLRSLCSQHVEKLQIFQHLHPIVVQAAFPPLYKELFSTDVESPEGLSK
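A Gal4/UAS one-hybrid system in insect cells: metallothionein-promoter Gal4–ROR gamma fusion plus Photinus luciferase reporter. Copper sulfate 700 uM final, 20 hr ambient incubation, luminescent detection after 10 min with reagent.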
NPC1 prom act: qHTS Assay for NPC1 Promoter Activators | Huh7 NPC1 promoter luciferase reporter, 24 h | Potency, µM (top dose mostly 9.22 µM), inactives show at the highest dose activation, hits mostly activators | actives 2.4% (n = 320,000);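 also: % of control where 0% means no effect; nearly all actives have a fitted effect of over 60% in size; reporter is driven by a mutant NPC1 promoter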
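Readout is luciferase luminescence, reflecting NPC1 promoter activation in stably transfected Huh7 cells after 24 h compound exposure at 37 °C in reduced-serum medium with 10% FBS.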
p53 reactivator: qHTS assay for re-activators of p53 using a Luc reporter; H1299 p53-A138V BP100-luciferase reporter, luminescence, 24 h; Potency, µM (top dose mostly 92.2 µM), inactives show at the highest dose activity change, positive = activation, usual class: activators; actives 0.063% (n = 320,000); also: % of control where 0% means no effect; nearly all actives have a fitted effect of over 45% in size
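p53-null H1299 cells stably carrying temperature-sensitive p53-A138V and a BP100-luciferase reporter were pinned with compounds (4-point, 1:5 series) and held 24 hrs at 37 deg C. Luminescence was read 10 min after detection reagent.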
The depositor's hits bear a star; ? = inconclusive; nt = not tested or not shown; [ ] = dose if it differs, or a comment. Unless noted, calls follow the shape of the dose curve; as a rule, active = well fitted curve in the direction sought with a large enough effect; inconclusive = small, poorly fitted or top-dose-only effect, or another doubt; inactive = no such curve, though single readings can be large; an effect the other way counts as inactive or inconclusive. Potency is read from the fitted curve at half-maximal effect. These rows are one share of the data, so the mix of outcomes need not match the whole.

Screens in order: RORgamma inh	NPC1 prom act	MLL CXXC-DNA inh	MBNL1-CUG inh	Rab9 promoter act	Gal4-VP16 FLuc	p53 reactivator	BRCA1 expr act	ELG1 genotox	uPA surface inh	FLuc modulator
COc1ccc(N(CC(=O)NC2CCCC2)C(=O)Cn2nnc(-c3ccc(F)cc3)n2)cc1
  18%	-5%	4%	-8%	-3%	1%	2%	-3%	-2%	-2%	6%
Cc1c[nH]c2cccc(OCC(CNC(C)(C)C)OC(=O)c3ccccc3)c12 (stereo not given)
  -2%	-4%	2%	-7%	1%	7%	-1%	-30%	-2%	11%	0%
O=C(Nc1ccc2nn(-c3ccc(F)cc3)nc2c1)c1cccnc1
  -17%	19%	0%	22%	27%	-5%	2%	27%	9%	nt	-18%
CN(C)NC1=CC(=[N+]2CCCC2)CC(C)(C)C1
  3%	-3%	1%	1%	2%	5%	8%	-21%	-3%	1%	-1%
COc1cccc(CNc2ncnc3cc(Cl)ccc23)c1
  ?	-15%	1%	-5%	-20%	5%[10 µM]	1%	-30%	4%	-75%	-6%
CCc1ccc(CN(C)CCc2ccccn2)cc1
  3%	1%	2%	-17%	-12%	0%	-9%	-16%	-3%	-10%	3%
CCCOC(=O)c1[nH]c2c(c1C)C(=O)CC(c1cc(OC)c(OC)c(OC)c1)C2 (stereo not given)
  32%	-13%	11%	?	-29%	?	-4%	-37%	?	-30%	1%
OC(COc1c(Br)cc(Br)cc1Br)CN1CCOCC1 (stereo not given)
  -13%	1%	-4%	10%	-5%	7%	-6%	-2%	0%	-3%	0%
O=C(CN(Cc1ccccc1)S(=O)(=O)c1ccc(Br)cc1)NCc1ccco1
  -38%	-5%	10%	-3%	-2%	-13%	0%	-10%	-7%	nt	9%
CCCN(CC1COc2ccccc2O1)C(=S)Nc1ccc(C)cc1 (stereo not given)
  16µM*	-5%	-2%	0%	-6%	13µM*	16%	-22%	2%	-5%	-14%
O=C(CCN1CCC(c2ccccc2)C1)c1ccccc1 (stereo not given)
  -9%	-1%	80%[activator]	-2%	4%	3%	-6%	0%	-4%	nt	-5%
Cc1ccc(S(=O)(=O)Nc2cccc(-c3ccc(N4CCCCCC4)nn3)c2)cc1C
  -5%	?	2%	34%[activator]	3.2µM*	-4%	?	55%	?	?	6µM*
COC(=O)C1=C(C)N(c2ccccc2)/C(=C/c2cccs2)C1=O
  -14%	7%	1%	-1%	4%	1%	-11%	-27%	0%	nt	0%
COc1ccc(-c2noc(CCC(=O)NC3CCCCC3)n2)cc1
  24%	7%	-1%	4%	4%	14%	18%	24%	-1%	1%	-13%
CC1CCCC(NC(=O)CSc2ncccc2C(=O)O)C1C (stereo not given)
  -30%	-2%	-6%	-11%	-5%	-6%	8%	6%	2%	0%	-2%
N#Cc1cc(-c2ccccc2)nc(N2CCNCC2)n1
  ?	0%	37%[activator]	-7%	-2%	-3%	-9%	-29%	0%	5%	6%
COc1ccccc1N(C)S(=O)(=O)c1ccc(C(=O)NCCc2ccc(F)cc2)cc1
  8%	-1%	-4%	-1%	4%	-9%	-5%	-6%	-30%[inhibitor]	3%	1%
CCOC(=O)C1=C(C)N(C)C(C)=C(C(=O)OCC)C1c1ccncc1
  -14%	-2%	0%	13%	-1%	9%	-1%	-18%	5%	-3%	-2%[2.3 µM]
O=C(C1CCN(S(=O)(=O)c2ccc(F)cc2)CC1)N1CCCC(C(F)(F)F)C1 (stereo not given)
  nt	1%	nt	nt	-4%	nt	-7%	-15%	2%	-6%	0%
Cc1cc(Cl)ccc1OCC(=O)NNC(=O)C1CCN(c2ncnc3sc(C)c(C)c23)CC1
  nt	-10%	nt	nt	-10%	nt	-2%	-45%	-10%	-12%	1%

The final 5 compounds of the section above lead into the next:
Screens in order: RORgamma inh	NPC1 prom act	MLL CXXC-DNA inh	MBNL1-CUG inh	Rab9 promoter act	Gal4-VP16 FLuc	p53 reactivator	BRCA1 expr act	ELG1 genotox	uPA surface inh	FLuc modulator
N#Cc1cc(-c2ccccc2)nc(N2CCNCC2)n1
  ?	0%	37%[activator]	-7%	-2%	-3%	-9%	-29%	0%	5%	6%
COc1ccccc1N(C)S(=O)(=O)c1ccc(C(=O)NCCc2ccc(F)cc2)cc1
  8%	-1%	-4%	-1%	4%	-9%	-5%	-6%	-30%[inhibitor]	3%	1%
CCOC(=O)C1=C(C)N(C)C(C)=C(C(=O)OCC)C1c1ccncc1
  -14%	-2%	0%	13%	-1%	9%	-1%	-18%	5%	-3%	-2%[2.3 µM]
O=C(C1CCN(S(=O)(=O)c2ccc(F)cc2)CC1)N1CCCC(C(F)(F)F)C1 (stereo not given)
  nt	1%	nt	nt	-4%	nt	-7%	-15%	2%	-6%	0%
Cc1cc(Cl)ccc1OCC(=O)NNC(=O)C1CCN(c2ncnc3sc(C)c(C)c23)CC1
  nt	-10%	nt	nt	-10%	nt	-2%	-45%	-10%	-12%	1%
O=C(O)/C=C\C(=O)NC1CCCCC1
  20%	-4%	-1%	-19%	-7%	-6%	-10%	-8%	-2%	8%	7%
CCCCCOC(=O)C1=C(C)NC(=O)NC1c1ccccc1OCC (stereo not given)
  18%	-7%	3%	4%	3%	-2%	-14%	-33%	-2%	-2%	6%
Cc1ccc(NC(=O)c2cc(-c3ccccc3O)n[nH]2)cc1Cl
  16%	?	32%	-7%	?	5%	1%	31%	3%	0%	7%
Cn1c(SCC(=O)NC2CC2)nnc1-c1ccccc1
  -16%	-1%	-9%	-1%	-2%	-2%	12%	11%	5%	1%	1%
CCOC(=O)c1sc(Nc2nc3ccc(OC)cc3s2)cc1C
  ?	2%	-3%	34%[activator]	11%	1%	?	-63%	12%	-1%	?
COc1ccc(-c2nc(C(F)(F)F)c(OC)o2)cc1OC
  -1%	-3%	14%	-5%	2%	-11%	2%	17%	-2%	-4%	1%
Cc1ccc(NC(=O)c2cc3ccccc3o2)cc1S(=O)(=O)N(C)C
  13%	3.2µM*	-5%	3%	2.5µM*	?	?	?	2.6µM*	-4%	0.85µM*
Cc1ccc(C(=O)Nc2nc(COc3ccccc3)cs2)s1
  10µM*	nt	-3%	-2%	nt	-15%	nt	0%	nt	-10%	17µM*
O=C1CC(Nc2ccccc2)C(=O)N1c1ccc(N2CCOCC2)cc1 (stereo not given)
  -2%	0%	-9%	-3%	7%	-13%	4%	32%	-3%	-7%	-2%
Cc1cn(C)c(=O)n(C)c1=O
  14%	1%	-15%	-6%	6%	-16%	-3%	2%	-2%	5%	-2%
COc1ccc(-c2nnc(SCC(=O)N3CCCc4ccccc43)o2)cc1OC
  -34%	-3%	-4%	6%	-3%	-6%	-2%	-31%	-3%	6%	2%
Cc1cc(C(=O)OCC(=O)N(C)C2CCS(=O)(=O)C2)c(C)n1-c1ccccc1 (stereo not given)
  8%	13%	-16%	1%	0%	7%	1%	1%	2%	3%	-1%
CC1CCN(C(=O)CSc2nnc3c(n2)[nH]c2ccccc23)CC1
  1%	-4%	2%	?	-10%	0%	2%	-32%	-24%	-1%	6%
O=c1n(Cc2ccccc2Cl)c2sc3c(c2c2ncnn12)CCCC3
  -31%	-1%	11%	-18%	5%	13%	-3%	0%	5%	1%	6%
Cc1c(Cl)cccc1NC(=O)c1cc(-c2ccco2)on1
  0%	21%	35%[activator]	-1%	?	-10%	15%	21%	?	1%	-2%
COc1cc(/C=N/NC(=O)NC23CC4CC(CC(C4)C2)C3)ccc1O
  26%	0%	?	0%	3%	-3%	5%	-48%	4%	-7%	?
CCCCCn1c(CNC(=O)CCC)nc2ccccc21
  -14%	-2%	2%	?	5%	-4%	-9%	2%	14%	1%	-3%
